Screening results as filed in PubChem.
Pf growth 48h: Primary qHTS for delayed death inhibitors of the malarial parasite plastid, 48 hour incubation | P. falciparum luciferase growth in erythrocytes, 48 h | Potency, µM (titrated, usually from 28.7 µM), for the others: top-dose activity change, negative = inhibition, most hits filed as inhibitors | actives 5.9% (n = 310,000); further: potency means the concentration at half of the fitted maximal effect; on the % scale 0 is the no-effect control and ±100 the full control effect
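Erythrocytes infected with P. falciparum carrying an integrated firefly luciferase reporter (2% hematocrit, 0.1% parasitemia final) were exposed to compounds in RPMI 1640 with 0.5% Albumax at 37 C, 5% CO2. Growth inhibition was scored as reduced luminescence.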
LmPK inh: qHTS Assay for Inhibitors of Leishmania Mexicana Pyruvate Kinase (LmPK). purified LmPK, Kinase-Glo ATP luminescence, 1 h. Potency, µM (top dose mostly 57.5 µM), inactives show at the top dose activity change, negative = inhibition, usual class: inhibitors. actives 0.37% (n = 290,000); further: potency means the concentration at half of the fitted maximal effect; on the % scale 0 is the no-effect control and ±100 the full control effect
Target sequence (Q27686 whole entry, looked up): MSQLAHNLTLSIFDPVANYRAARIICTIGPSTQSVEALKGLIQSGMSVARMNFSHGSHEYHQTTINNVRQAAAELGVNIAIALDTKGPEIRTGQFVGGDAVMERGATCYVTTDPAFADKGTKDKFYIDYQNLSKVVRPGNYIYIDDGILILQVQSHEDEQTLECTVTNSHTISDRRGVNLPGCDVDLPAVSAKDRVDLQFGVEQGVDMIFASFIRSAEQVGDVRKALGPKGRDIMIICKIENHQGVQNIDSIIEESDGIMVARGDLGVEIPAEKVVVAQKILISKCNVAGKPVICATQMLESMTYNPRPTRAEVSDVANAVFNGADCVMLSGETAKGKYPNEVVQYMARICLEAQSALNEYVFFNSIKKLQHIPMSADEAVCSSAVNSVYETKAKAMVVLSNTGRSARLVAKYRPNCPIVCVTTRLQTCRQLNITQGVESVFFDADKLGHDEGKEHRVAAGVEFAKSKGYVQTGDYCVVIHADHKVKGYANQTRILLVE
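Purified LmPK (0.1 nM) with 0.5 mM PEP and 0.1 mM ADP in imidazole buffer pH 7.2 with MgCl2/KCl, 1 h at room temperature. ATP formed was read by luciferase luminescence and normalized to no-enzyme and uninhibited controls.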
Cycloheximide cs: Cycloheximide Counterscreen for Small Molecule Inhibitors of Shiga Toxin | actives 12% (n = 300,000) | AID 2314, 2010 | cell reporter, cycloheximide protein synthesis inhibition counterscreen | max response, %; in the data active means max response mostly above about 13%, no sharp cut-off; inactive means mostly below about 14%; further: read at 38.3 µM for the half of the compounds with a filed dose; 0% is about no effect
TbPYK inhibitor: qHTS of Trypanosoma Brucei Inhibitors; TbPYK enzyme, Kinase-Glo Plus ATP luminescence, 45 min; Potency, µM (titrated, usually from 76.8 µM), without a hit: top-dose activity, negative = inhibition, usual class: inhibitors; actives 0.12% (n = 410,000); AID 624173, 2012; further: potency means the concentration at half of the fitted maximal effect; on the % scale 0 is the no-effect control and ±100 the full control effect; nearly all actives have a fitted effect of over 50% in size
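Enzyme and substrate buffer are dispensed first and compound is pin-transferred. ADP at 130 uM final then starts the reaction, which runs 45 min at room temperature. Detection reagent is added for 10 min before luminescence is imaged.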
AmpC no deterg: qHTS Inhibitors of AmpC Beta-Lactamase (assay without detergent) | Potency, µM (titrated, usually from 57.1 µM), for inactives: top-dose activity change, negative = inhibition, usual class: inhibitors | AmpC nitrocefin hydrolysis, absorbance 480 nm, 0.0001% Triton | actives 0.52% (n = 330,000) | P00811;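 further: potency means the concentration at half of the fitted maximal effect; plate controls were no compound for no effect and no enzyme for full effect; nearly all actives have a fitted effect of over 20% in size; some results filed as inactive show a strong effect at the top dose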
Target sequence (P00811 whole entry, looked up): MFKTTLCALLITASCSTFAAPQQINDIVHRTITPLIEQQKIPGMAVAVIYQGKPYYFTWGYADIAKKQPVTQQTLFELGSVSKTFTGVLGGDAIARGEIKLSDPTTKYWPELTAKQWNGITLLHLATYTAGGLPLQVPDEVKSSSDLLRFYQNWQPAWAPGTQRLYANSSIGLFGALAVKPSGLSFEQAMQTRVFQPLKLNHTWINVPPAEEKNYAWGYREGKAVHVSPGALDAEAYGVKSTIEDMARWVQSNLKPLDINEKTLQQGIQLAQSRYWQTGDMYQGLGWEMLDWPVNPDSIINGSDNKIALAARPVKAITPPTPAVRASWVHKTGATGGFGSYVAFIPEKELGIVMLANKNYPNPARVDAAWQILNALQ
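AmpC (5.3 nM in the dispensed reagent) in 20 mM phosphate pH 7.0 with 0.01% (detergent screen) or 0.0001% Triton X-100 was preincubated with compounds for 15 min at room temperature. Nitrocefin was then added from an 800 uM solution, and hydrolysis was followed at 480 nm.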
Shiga inhibitor: A qHTS for Small Molecule Inhibitors of Shiga Toxin; inhibition, % at 38.7 µM; Vero cells, Shiga toxin protein synthesis inhibition reporter; actives 9.2% (n = 290,000); in the data active means inhibition mostly above about 28%, no sharp cut-off; inactive means mostly below about 43%; further: 0% is about no effect
Pf growth 96h: Primary qHTS for delayed death inhibitors of the malarial parasite plastid, 96 hour incubation; P. falciparum luciferase reporter growth, 96 h; Potency, µM (doses to about 28.7 µM), without a hit: at the highest dose activity change, negative = inhibition, most hits filed as inhibitors; actives 6.9% (n = 320,000); AID 504834, 2011; further: potency means the concentration at half of the fitted maximal effect; on the % scale 0 is the no-effect control and ±100 the full control effect
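Luminescence readout: decreased luciferase signal marks inhibited growth of reporter-expressing P. falciparum in infected red cells (2% hematocrit, 0.05% parasitemia final), exposed to compound two generations (96 h, 37 C, 5% CO2).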
An asterisk follows results filed as active; u = inconclusive; x = no result given; & = joins results of further samples; [ ] = remark or other dose. Unless noted, the call rests on the fitted dose curve; in most records, active means well fitted curve in the direction sought with a large enough effect; inconclusive means small, poorly fitted or top-dose-only effect, or another doubt; inactive means no such curve, though single readings can be large; an effect the other way counts as inactive or inconclusive.

SMILES	Pf growth 48h	LmPK inh	Cycloheximide cs	TbPYK inhibitor	AmpC no deterg	Shiga inhibitor	Pf growth 96h
COc1cc(/C=C2\SC(=S)N(NC(=O)c3cccnc3)C2=O)ccc1O	2%	-14%	-2	-9%	-54%	-3	10%
Cc1ccccc1N1CCN(CCC(=O)Nc2ccc(F)cc2)CC1	19%	23%	2	11%	257%[activator]	x	127%[activator]
Cc1cc(C(=O)CSc2nc3ccccc3[nH]2)c(C)n1Cc1ccco1	57%[activator]	-1%	84*	-1%	-56%	78*	0%
CC(C)c1nc(CN(C)C(=O)N[C@H](C(=O)N[C@@H](Cc2ccccc2)C[C@H](O)[C@H](Cc2ccccc2)NC(=O)OCc2cncs2)C(C)C)cs1	x	1%	-1&-3	6%&4%	140%[activator]	-5&-14	x
CC(C)(C)c1ccc(-c2nnc(SCC(=O)c3ccc4c(c3)OCCO4)o2)cc1	26%	0%	9	-8%	-18%	27	21%
COc1ccccc1CNC(=O)CN1C(=O)COc2ccc(S(=O)(=O)NC3CCCC3)cc21	18%	-2%	21*	3%&-1%	-37%	-10	37%[activator]
CCC(CC)C(=O)Nc1ccc(Nc2ccccc2)cc1	16%	3%	19*	-7%	-19%	28	-29%
CN(C)c1nc(SCC#N)nc(N(C)C)n1	12%	6%	8	x	-8%	-5	22%
CO[C@@]1(NC(=O)CSCC#N)C(=O)N2C(C(=O)O)=C(CSc3nnnn3C)CS[C@@H]21	-7%	12%	-2	1%	-10%	-11	-13%
Cc1nc(-c2ccc(C(=O)N3CCCC3)cc2)cs1	235%[activator]	u	37*	u	-8%	132*	-14%
Oc1[nH]c2ccc(Br)cc2c1N=Nc1ccc(F)cc1	35%[activator]	1%	14	2%	-28%	45	43%[activator]
Cc1ccc(NC(=O)CCNC(=O)c2ccccc2Cl)cc1S(=O)(=O)N1CCOCC1	-5%	x	x	4%	20%	x	u
COc1cccc(N2C(=O)Nc3ccccc3C2(O)C(=O)NCc2ccc3c(c2)OCO3)c1 (stereo not drawn)	-7%	-2%	7	0%	-38%	3	u
COc1ccc(C(CC(=O)O)NC(=O)c2ccccc2)cc1OC (stereo not drawn)	-5%	1%	-2	3%	-9%	-6	u
CCCCCCCCOc1ccccc1C(=O)Nc1ccc(C(=O)OCC[N+](C)(CC)CC)cc1	15µM*	x	x	-7%	x	x	1.3µM*
COc1ccc(C2c3ccc(O)cc3Oc3ncn4nc(-c5ccco5)nc4c32)cc1OC (stereo not drawn)	u	-3%	8	-2%	3%	8	-2%
COc1ccc(CCNC(=O)COc2ccc(S(=O)(=O)NC3CCCCC3)cc2Cl)cc1OC	12µM*	1%	-1	-9%	68%[activator]	-10	10%
CCOc1cc(OCC)c(C(=O)CCC(=O)O)cc1OCC	u	x	x	-9%	x	x	2.4µM*
COc1ccccc1C1C(C#N)=C(N)N(c2cccnc2)C2=C1C(=O)CC(C)(C)C2 (stereo not drawn)	-25%	-5%	1	-8%	-15%	9	u
CCOCCCNS(=O)(=O)c1cc(Br)cc2c1N(C(=O)C1CC1)CC2	u	-6%	-2	-4%	0%	-17	33%[activator]
O=C(NCCN1CCOCC1)Nc1ccc(F)cc1	0%	3%	-3	-4%	-12%	-5	66%[activator]
COc1ccc(N2C(=O)C3CCCN3C2c2cccc(C)c2)cc1 (stereo not drawn)	x	10%	-5	1%	-7%	-17	u
CCCCCC(=O)Nc1cccc(C2=NOC3(C2)C[C@H](C(N)=O)N(C(=O)CCCCC)C3)c1 (stereo partly drawn)	u	1%	0	-2%	133%[activator]	-3	u
COc1ccc(CCNC(=O)c2cc(=O)[nH]c3ccccc23)cc1	0%	13%	-2	0%	-15%	-14	42%[activator]
Cc1cccc(N2C(=O)NC(=O)/C(=C\c3ccc4c(c3)CCCN4Cc3ccccc3)C2=O)c1	-3%	1%	-4	-24%	-43%	1	-11%
Cc1cc2nc3c(=O)n(Cc4ccccc4)c(=O)[nH]c3nc2cc1N	-1%	1%	3	1%	-31%	0	-26%
CCc1nn(-c2ccccc2)c2c1-c1cc(OC)c(OC)cc1C1(N2)C(=O)Nc2ccccc21 (stereo not drawn)	x	0%	-2	7%	44%	-9	2.6µM*
Cn1c(CNC(=O)c2ccc(Cl)cc2)nnc1SCC(=O)N1CCOCC1	16%	-4%	3	-1%	22%	-8	u
COC(=O)c1ccc(/C=N\NC(=O)c2ccc(C)cc2Cl)cc1	u	-2%	3	7%	-20%	17	u
CCOC(=O)C(NS(=O)(=O)c1ccc(C)cc1)(C(F)(F)F)P(=O)(OCC(C)C)OCC(C)C (stereo not drawn)	-1%	1%	-3	-1%	25%	2	-12%
C=C1C2[C@H](OC(C)=O)[C@@H]3CC(=O)[C@]4(C)OC[C@@]3(C)[C@@]4(O)[C@@H](OC(C)=O)[C@H](OC(C)=O)[C@@]2(COC(=O)c2ccccc2)[C@@H](OC(C)=O)C[C@@H]1O (stereo partly drawn)	20%	-2%	-1	1%	312%[activator]	7	-6%
Cn1c(C(=O)N2CCN(c3ccccn3)CC2)cc2ccccc21	8%	0%	8	0%	24%	32	u
COC(=O)CN=Cc1c(C)[nH]n(-c2ccccc2)c1=O	33%[activator]	-7%	17	-9%	-3%	37	-33%
COc1cccc(C(=O)N2CCCC(CCC(=O)NCc3ccc(F)c(F)c3)C2)c1 (stereo not drawn)	0%	1%	-2	1%	62%[activator]	20	u
COc1ccc(C2C(C(=O)Nc3cccnc3)=C(C)Nc3nc(-c4cccs4)nn32)cc1 (stereo not drawn)	12µM*	4%	-2	-15%	12%	3	u
Cc1ccc(O/C=C2\OC(=O)c3ccccc32)cc1	26%	3%	-1	-11%	-18%	-1	23%
Oc1cc(Cl)c(Cl)cc1Cl	-8%	x	x	3%	x	x	u
CC(=O)Nc1ccc(CN2CCCCCC2)cc1	13%	-7%	0	-1%	-6%	-6	0%
O=C(Cn1nc(Br)nc1Br)c1ccccc1	u	2%	-3	4%	-22%	-7	u
Cc1ccc(NS(=O)(=O)c2ccc(N/N=C/c3ccccc3OCC(=O)O)c([N+](=O)[O-])c2)c(C)c1	12µM*	1%	-6	0%	-7%	2	9.3µM*

2 entries from above, field by field:
> COc1ccc(C2C(C(=O)Nc3cccnc3)=C(C)Nc3nc(-c4cccs4)nn32)cc1 (stereo not drawn)
- Pf growth 48h: 12µM*
- LmPK inh: 4%
- Cycloheximide cs: -2
- TbPYK inhibitor: -15%
- AmpC no deterg: 12%
- Shiga inhibitor: 3
- Pf growth 96h: u
> Cc1ccc(O/C=C2\OC(=O)c3ccccc32)cc1
- Pf growth 48h: 26%
- LmPK inh: 3%
- Cycloheximide cs: -1
- TbPYK inhibitor: -11%
- AmpC no deterg: -18%
- Shiga inhibitor: -1
- Pf growth 96h: 23%

Other records:
SMILES	Pf growth 48h	LmPK inh	Cycloheximide cs	TbPYK inhibitor	AmpC no deterg	Shiga inhibitor	Pf growth 96h
CC(NC(=S)NCc1ccccc1)C12CC3CC(CC(C3)C1)C2 (stereo not drawn)	u	-3%	-2	-5%	-20%	14	5%
COc1cccc2c(N/N=C/c3ccccc3)cc(C)nc12	-14%	-4%	10	3%	18%	18	-25%
CCc1ccc(NC(=O)CCS(=O)(=O)c2cccc3nsnc23)cc1	x	4%	11	-17%	-14%	1	x
COc1ccc(-c2ccc(Nc3ccc(S(=O)(=O)N4CCCC4)cc3)nn2)cc1OC	u	1%	-6	-1%	-14%	14	x
CCOC(=O)C1CCCN(C(=O)c2cccc(S(=O)(=O)N(Cc3ccccc3)c3ccccc3OC)c2)C1 (stereo not drawn)	10µM*	x	x	1%	206%[activator]	x	u
COc1ccc(CNC(=O)N2CCN(C(=O)c3ccccc3)CC2)cc1	-12%	x	x	6%	12%	x	32%[activator]
CN(CCc1ccccn1)C(=O)Nc1cccc(Cl)c1	2%	-8%	1	3%	-23%	9	18%
Cc1cc(C)cc(NC(=O)COC(=O)CCCNC(=O)c2ccc(Cl)cc2)c1	9%	1%	-2	4%	30%	-4	-23%
COCCNC(=O)CN1CCN(S(=O)(=O)c2ccc3c(c2)CCCC3)CC1	-14%	x	x	3%	60%	x	-17%
Cc1ccc(C2=NC3(CCCCC3)NC2=S)cc1	45%[activator]	2%	7	4%	-22%	-8	4%
CN1OC(COC(=O)c2ccccc2)CC1c1ccccc1 (stereo not drawn)	144%[activator]	0%	41*	-10%	-3%	94*	403%[activator]
CCOC(=O)c1cc(C)sc1N1C(=O)C2C3C=CC(C3)C2C1=O (stereo not drawn)	17%	8%	-4	-1%	-4%	-9	u
Cc1cccc(CN2C(=O)CCSc3ccc(Cl)cc32)c1	u	4%	-2	-4%	9%	-5	21%
COc1ccc(/C(O)=C/C(=O)C(=O)NNC(=O)C(O)(c2ccccc2)c2ccccc2)cc1	-19%	1%	6	6%	-21%	-8	u
O=C(CCc1ccccc1)NNC(=O)c1ccc(NC(=O)c2ccccc2)cc1	-23%	2%	-3	-6%	u	12	u
COc1cc(/C=C/[N+](=O)[O-])ccc1OC(=O)c1cccnc1	u	-4%	-1	u	-24%	-5	10%
Cc1cc(N2CCCCC2C)nc(-c2ccccc2O)n1 (stereo not drawn)	u	-2%	8	3%	-1%	16	-24%
CCCNC(=O)C1(O)c2cc(Br)ccc2NC(=O)N1c1ccc(Cl)cc1 (stereo not drawn)	2%[0.00184 µM]	5%	-5	-5%	-21%	-16	31%[activator]

Molecules from the list above with a Cl atom, in the order listed:
SMILES	Pf growth 48h	LmPK inh	Cycloheximide cs	TbPYK inhibitor	AmpC no deterg	Shiga inhibitor	Pf growth 96h
Cc1ccc(NC(=O)CCNC(=O)c2ccccc2Cl)cc1S(=O)(=O)N1CCOCC1	-5%	x	x	4%	20%	x	u
COc1ccc(CCNC(=O)COc2ccc(S(=O)(=O)NC3CCCCC3)cc2Cl)cc1OC	12µM*	1%	-1	-9%	68%[activator]	-10	10%
Cn1c(CNC(=O)c2ccc(Cl)cc2)nnc1SCC(=O)N1CCOCC1	16%	-4%	3	-1%	22%	-8	u
COC(=O)c1ccc(/C=N\NC(=O)c2ccc(C)cc2Cl)cc1	u	-2%	3	7%	-20%	17	u
Oc1cc(Cl)c(Cl)cc1Cl	-8%	x	x	3%	x	x	u
CN(CCc1ccccn1)C(=O)Nc1cccc(Cl)c1	2%	-8%	1	3%	-23%	9	18%
Cc1cc(C)cc(NC(=O)COC(=O)CCCNC(=O)c2ccc(Cl)cc2)c1	9%	1%	-2	4%	30%	-4	-23%
Cc1cccc(CN2C(=O)CCSc3ccc(Cl)cc32)c1	u	4%	-2	-4%	9%	-5	21%
CCCNC(=O)C1(O)c2cc(Br)ccc2NC(=O)N1c1ccc(Cl)cc1 (stereo not drawn)	2%[0.00184 µM]	5%	-5	-5%	-21%	-16	31%[activator]
